BAP1 block = inhibitors of human BAP1 deubiquitinase; Q92560; 0.48% of 72,000 active; activity remaining (% of control), % at 20 µM; recombinant BAP1, Ub-AMC hydrolysis fluorescence kinetic; active compounds read low;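 active = activity remaining at or below 50% of control, provided the compound also passes the data quality filters; inactive = the rest, including low values that fail the filters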;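 also: 100% = DMSO wells rate and 0% = substrate alone blank rate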
Target sequence (Q92560 whole entry, looked up): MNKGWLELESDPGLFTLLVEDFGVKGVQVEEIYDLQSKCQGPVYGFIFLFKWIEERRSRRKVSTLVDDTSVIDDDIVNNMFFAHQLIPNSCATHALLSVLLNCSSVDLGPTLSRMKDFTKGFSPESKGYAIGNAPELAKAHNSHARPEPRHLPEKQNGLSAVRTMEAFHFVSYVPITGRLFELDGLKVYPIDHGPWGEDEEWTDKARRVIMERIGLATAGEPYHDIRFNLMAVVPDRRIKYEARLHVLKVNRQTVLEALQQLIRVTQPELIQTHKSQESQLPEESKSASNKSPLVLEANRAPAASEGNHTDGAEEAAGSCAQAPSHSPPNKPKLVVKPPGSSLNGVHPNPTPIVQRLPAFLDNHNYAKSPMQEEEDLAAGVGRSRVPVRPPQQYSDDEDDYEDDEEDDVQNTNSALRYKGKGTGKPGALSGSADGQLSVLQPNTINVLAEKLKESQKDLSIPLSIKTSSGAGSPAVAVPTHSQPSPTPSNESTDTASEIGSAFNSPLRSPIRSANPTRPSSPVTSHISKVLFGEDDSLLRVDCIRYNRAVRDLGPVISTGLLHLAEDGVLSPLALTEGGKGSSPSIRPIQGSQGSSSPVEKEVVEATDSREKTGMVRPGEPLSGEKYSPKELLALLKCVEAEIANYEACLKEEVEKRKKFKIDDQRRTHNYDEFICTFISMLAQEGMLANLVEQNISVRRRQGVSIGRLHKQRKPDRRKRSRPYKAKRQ
HePTP inhibitor = inhibitors of human HePTP phosphatase. 0.64% of 110,000 active. recombinant HePTP phosphatase activity, OD absorbance. AID 521. P35236. inhibition, % at 20 µM; in the data active = inhibition above about 50%;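 also: plate controls were vehicle for no effect and reference inhibitor for full effect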
* marks the source's active call; other numbers are inactive results; / = no result given; & = joins results of further samples.

SMILES	BAP1 block	HePTP inhibitor
COc1ccc(N2C(=O)c3cccc4c(NC(CO)(CO)CO)ccc(c34)C2=O)cc1	/	-13
Cc1ccsc1C1C2=C(CC(C)(C)CC2=O)Nc2ncnn21 (stereo not drawn)	71	-8
Cc1cccc(C)c1NC(=O)CSc1nnc(-c2ccco2)n1N	98	5
CC12CC(NC(=O)N1c1cccc(C(=O)N3CCN(c4ccccc4F)CC3)c1)c1ccccc1O2 (stereo not drawn)	136	-1
Cc1cc(NC(=O)c2ccc3c(c2)OCO3)no1	95	4
Cc1ccc(N2C(=O)CC(N3CCOCC3)C2=O)cc1 (stereo not drawn)	/	7
C=C(C)CN1CCN(c2cc(C)c(C#N)c3nc4ccccc4n23)CC1	171	/
COC(=O)C1=C(C(=O)OC)SC(=C2C(=S)C(C)(C)N(C(=O)c3cccc(F)c3)c3ccc(OC)cc32)S1	/	22
CCCc1nnc(NC(=O)CCN2C(=O)c3ccccc3C2=O)s1	105	-10
CC(=O)OCCN1C(=O)c2ccc(Oc3cccc(Oc4ccc5c(c4)C(=O)N(CCOC(C)=O)C5=O)c3)cc2C1=O	/	4
CC(C)OC(=O)c1cccc(C(=O)O)n1	107	7
O=C(Nc1cc(Cl)ccc1Cl)c1ccc(-c2ccc(Cl)cc2)o1	/	7
CN(C)CCC#CC1(O)c2ccccc2-c2ccccc21	/	-8
CCN(CC)c1ccc(NC(=O)Cc2ccccc2)cc1	/	-14
CCOC(=O)C1CCN(S(=O)(=O)c2ccc3c4c(cccc24)C(=O)N3)CC1	40*	4
O=C(Nc1nnc(-c2ccccc2Cl)o1)c1ccc(S(=O)(=O)N2CCCCCC2)cc1	109	-2
CN1C(=O)CC(N2CCN(CC(=O)N3CCCC3)CC2)C1=O (stereo not drawn)	99	10
c1coc(-c2nc3sc(-c4ccco4)nc3s2)c1	/	7
CC(=O)C1=C(C)NC(=S)NC1c1ccc(C)cc1 (stereo not drawn)	/	-3
Cc1cc(Cl)ccc1OCC(=O)N1CCOCC1	/	1
CCCc1nc2c(C)cc(C)cc2c(N)c1CC	/	-12
O=C(O)c1ccccc1C(=O)Nc1ccccn1	74	9
O=C(/C=C/c1ccc(F)cc1)Nc1cccc(C(F)(F)F)c1	/	-9
Cc1ccccc1CN1CCNC1=O	97	13
Cc1ccc(S(=O)(=O)C(=O)Nc2cccc3nsnc23)cc1	/	5
(cont.)
SMILES	BAP1 block	HePTP inhibitor
COc1ccc(CCNC(=O)c2cc(-c3ccc4c(c3)OCO4)on2)cc1OC	89	8
COC(=O)C(C)Sc1nc2c(cnn2-c2ccc(C)cc2)c(=O)[nH]1 (stereo not drawn)	101	-1
CCOC(=O)C1CCN(Cc2ccc(O)c3ncccc23)CC1	96	4
O=C(O)CCCC(=O)c1ccccc1	149	/
COc1ccc(-c2noc(COc3ccc(Cl)cc3)n2)cc1	/	-9
COc1cc(C(=O)N2CCN(c3ccc(F)cc3)CC2)cc(OC)c1OC	/	3
CC(C)c1nc(SCC(=O)N2CCCC2)c2ccccc2n1	100	8
O=C(Nc1ccncc1)C1COc2ccccc2O1 (stereo not drawn)	88	-3
COC(=O)c1cc(C(=O)Nc2cc(OC)ccc2OC)cc([N+](=O)[O-])c1	/	-8
CC1(C)CC(=O)C2=C(C1)Nc1ccccc1N(C(=O)Cc1ccccc1)C2c1cccc(F)c1 (stereo not drawn)	/	-5
COc1cc2cc(CN(CCCO)S(=O)(=O)c3ccccc3)c(=O)[nH]c2cc1OC	246	13
Nc1nonc1C(=O)NC(c1ccccc1)c1ccccc1	95	-1
COc1ccc(-c2nnc3ccc(SCC(=O)N4CCOCC4)nn23)cc1	86	4
CCn1c2ccccc2c2cc(NC(=O)CSc3nnc(C4CC4)n3Cc3ccco3)ccc21	48*	6
COc1ccc(-c2cc(C(F)(F)F)nc(N3CCN(Cc4ccccc4)CC3)n2)cc1OC	/	-6
Cc1ccc(CCC(=O)Nc2ccc(S(N)(=O)=O)cc2)o1	78	-6
N#CCNC(=O)c1ccc([N+](=O)[O-])cc1Cl	79	/
CC(C)CC(=O)N1CCN(Cc2ccc3ccccc3c2)CC1	/	-8
CC1CN(S(=O)(=O)c2cccc(C(=O)NCc3ccc4c(c3)OCO4)c2)CC(C)O1 (stereo not drawn)	93	7
CCOC(=O)N1CCN(c2ncnc3c2cnn3-c2ccc(OC)cc2)CC1	90	6
CCc1nn(C(C)C(=O)NCCN2CCN(c3cccc(C)c3C)CC2)c(=O)c2cc3occc3n12 (stereo not drawn)	109	-1
OC[C@H]1NC[C@@H](O)[C@@H]1O	90	/
COc1ccc(Nc2nc(N)nc(CN3CCC(Cc4ccccc4)CC3)n2)cc1	84	-11
O=S1(=O)N=C(N2CCN(Cc3ccccc3)CC2)c2ccccc21	100	5&-12
COc1ccc(OCC(=O)N2CCOCC2)cc1	96	3

Exported with values ahead of the structure: part of the list above
BAP1 block	HePTP inhibitor	structure
/	-8	CC(C)CC(=O)N1CCN(Cc2ccc3ccccc3c2)CC1
93	7	CC1CN(S(=O)(=O)c2cccc(C(=O)NCc3ccc4c(c3)OCO4)c2)CC(C)O1 (stereo not drawn)
90	6	CCOC(=O)N1CCN(c2ncnc3c2cnn3-c2ccc(OC)cc2)CC1
109	-1	CCc1nn(C(C)C(=O)NCCN2CCN(c3cccc(C)c3C)CC2)c(=O)c2cc3occc3n12 (stereo not drawn)
90	/	OC[C@H]1NC[C@@H](O)[C@@H]1O

More results
SMILES	BAP1 block	HePTP inhibitor
Cc1cc(OCC(O)CN(CCO)CCO)ccc1Cl (stereo not drawn)	88	7
CC(C)C(C(=O)Nc1ccc2c(c1)OCCOCCOCCOCCO2)N1C(=O)c2ccccc2C1=O (stereo not drawn)	86	/
Cc1ccc(C2(C)NC(=O)N(CC(=O)NC(=O)NC3CCCC3)C2=O)cc1 (stereo not drawn)	82	-3
CC(=O)CC(C)=NCCN=C(C)CC(C)=O	103	6
CCCC(=O)Nc1ccc2oc(-c3ccncc3)nc2c1	83	-5
COc1ccc(/C=N/c2oc(C)c(C)c2C#N)cc1	/	2
C/C=C/COC(=O)C1=C(C)NC(=O)NC1c1cccc(Br)c1 (stereo not drawn)	/	-18
CCn1nc(C(=O)OCC(=O)c2ccc3c(c2)OCCO3)c2ccccc2c1=O	/	7
COc1cc(C=C2C(=O)NC(=O)NC2=O)cc(I)c1OCc1ccc(Cl)cc1	/	7
O=S(=O)(c1ccc(F)cc1)N1CCCC(CO)C1 (stereo not drawn)	94	6
CCOC(=O)c1c(NC(=O)Cn2cnc([N+](=O)[O-])n2)sc2c1CCC2	/	-8
CN(C)c1nc(Oc2ccc(N)cc2)nc(N(C)C)n1	96	0
COc1ccc(NC2=NCC(=O)N2c2ccccc2F)c(OC)c1	101	-6
CCOC(=O)CNC(=O)C1(c2ccccc2)CCCC1	/	1
CC(C)CNc1oc(-c2ccc(F)cc2)nc1C#N	/	-7
Cn1c(SCC(=O)N2CCc3ccccc3C2)nnc1-c1cccs1	97	7
Cc1cc2c(c(=O)n1Cc1ccccn1)C(C(C)C)C(C#N)=C(N)O2 (stereo not drawn)	75	3
CCOc1ccc(-n2nc3ccc(NC(=O)c4ccc([N+](=O)[O-])o4)cc3n2)cc1	/	-12
Cc1cc(C)n(-c2nc(Nc3cccc(C(F)(F)F)c3)nc(-n3nc(C)cc3C)n2)n1	/	4
COc1ccc(S(=O)(=O)Cc2ccc(C(=O)N3CCN(c4ccc(Cl)cc4)CC3)o2)cc1	92	-1
Cc1ccc(C)c(C(=O)CN2C(=O)CCC2=O)c1	55	4
O=C(O)CC(CC(=O)Nc1nncs1)c1ccccc1 (stereo not drawn)	96	1
O=c1c[n+]([O-])c2ccccc2n1OCc1c(F)cccc1F	54	13
CCOc1ccc(C(=O)Nc2cccc3nsnc23)cc1	/	6
Cc1ccccc1N(CC(=O)NCCc1ccccc1)C(=O)c1ccc(N2CCCC2)nc1	96	8
Remaining list, next part:
SMILES	BAP1 block	HePTP inhibitor
CC(NS(=O)(=O)c1ccc(F)cc1)c1ccccc1 (stereo not drawn)	/	5
Cc1cc(C(=O)NCCCn2ccnc2)cs1	67	7
CSc1nc2ccccc2n1C(=O)Oc1ccccc1	104	4
Cc1cc(C)c(NC(=O)CSc2nc3c(c(=O)n2C)SC(C)C3)c(C)c1 (stereo not drawn)	73	-2
Cc1ccc(S(=O)(=O)NC(=O)NCc2ccc3c(c2)OCO3)cc1	/	-8
O=C(COc1ccccc1)N(Cc1ccco1)c1ccc(O)cc1	145	-6
O=C(c1ccccc1F)N1CCN=C1SCc1cccnc1	102	-3
CCc1nnc(NC(=O)CSc2nnc(-c3c[nH]c4ccccc34)n2C)s1	89	1
CCCn1c(CN2CCN(C(=O)OCC)CC2)nc2c1c(=O)n(C)c(=O)n2C	89	4
Cc1ccc2c(c1)nnn2C1CCN(S(=O)(=O)c2ccc(C(=O)N3CC(C)CC(C)C3)cc2)CC1 (stereo not drawn)	52	1
Cc1ccc(C(=O)N/C(=C/c2cccc3ccccc23)C(=O)N2CCCC2)cc1	/	-3
CCOC(=O)c1c(C)oc2c(Br)cc(NS(=O)(=O)c3ccccc3)cc12	/	7
CSc1cccc(NS(=O)(=O)c2ccc(F)cc2)c1	92	2
O=C(Nc1ccncc1)C1c2ccccc2Oc2ccccc21	91	14
Cc1ccc(S(=O)(=O)CC(=O)N2CCCCCC2)cc1	98	2
Cc1ccccc1N1OC2C(=O)N(c3ccc(Br)cc3)C(=O)C2C1c1ccco1 (stereo not drawn)	/	-4
CC(NC(=O)Nc1ccccc1)c1ccccc1 (stereo not drawn)	/	4
Cc1[nH]n(-c2ccccc2)c(=O)c1C(c1ccc(C(F)(F)F)cc1)c1c(C)[nH]n(-c2ccccc2)c1=O	/	104*
CCOc1cccc(-c2nnc(N)s2)c1	/	10
Cc1ccc(C(=O)/C=C(/N)C(F)(F)F)cc1	/	5
O=C(Nc1ccccc1C(F)(F)F)N1CCCCCC1	111	0
O=c1c2ccccc2n(Cc2cccc(C(F)(F)F)c2)c2ccccc12	/	-1
O=P(c1ccccc1)(c1ccccc1)C(O)c1ccncc1 (stereo not drawn)	118	5
Cc1c(OCC(=O)c2ccccc2)ccc2c1oc(=O)c1ccccc12	/	-7
CCCCOC(=O)c1ccc(NC(=O)c2cccc(OC)c2)cc1	/	0

Reformatted as labelled records: entries from further up
Molecule: Cc1cc(C)c(NC(=O)CSc2nc3c(c(=O)n2C)SC(C)C3)c(C)c1 (stereo not drawn)
  BAP1 block: 73; HePTP inhibitor: -2
Molecule: Cc1ccc(C(=O)/C=C(/N)C(F)(F)F)cc1
  BAP1 block: /; HePTP inhibitor: 5
Molecule: Cc1ccc(C(=O)N/C(=C/c2cccc3ccccc23)C(=O)N2CCCC2)cc1
  BAP1 block: /; HePTP inhibitor: -3
Molecule: CCOC(=O)c1c(C)oc2c(Br)cc(NS(=O)(=O)c3ccccc3)cc12
  BAP1 block: /; HePTP inhibitor: 7

New compounds follow:
SMILES	BAP1 block	HePTP inhibitor
C=CCNC(=O)N[C@@H](CCSC)C(=O)OC	99	4
CC(=O)c1cccc(NC(=O)c2cncc(Br)c2)c1	/	4
CCC(=O)Nc1cc(C)c(NC(=O)c2ccccc2OC)cn1	110	7
Cc1c(C(=O)Nc2ccncc2)sc2nc(-c3ccc(F)cc3)cn12	75	10
COCCNS(=O)(=O)c1ccccc1[N+](=O)[O-]	/	-4
O=C(CSc1nnc(SCC(=O)Nc2ccc(F)cc2)s1)Nc1ccc(F)cc1	/	9
C1CCC(N=C(NC23CC4CC(CC(C4)C2)C3)N2CCOCC2)CC1	93	/
Cc1c2c(nc3nc4ccccc4n13)CC(C)(C)CC2=O	100	-1
CCOC(=O)c1sc2ncnc(N)c2c1C	68	/
Cc1cc(C(=O)CN2C(=O)C3CC=CCC3C2=O)c(C)n1-c1ccccc1 (stereo not drawn)	105	13
CC1(C)Cc2ccccc2/C(=C/C(=S)Nc2ccccc2)N1	/	10
CC(Sc1nnc(COc2ccc3ccccc3c2)n1C)C(=O)O (stereo not drawn)	86	10
CN(C)/C=C1\N=C(c2ccc(F)cc2)OC1=O	/	-6
COc1ccc(Br)c(C=Nc2cccc3nsnc23)c1O	/	-24
COC(=O)CNc1c(-c2ccccn2)nc2ccc(Br)cn12	/	6
COc1ccc(OC)c(C2CC(=O)Nc3cc(OC)c(OC)c(OC)c32)c1 (stereo not drawn)	115	5
COCCNC(=O)CCc1nc(-c2ccccc2)no1	106	8
COc1ccc(NC(=O)Cn2nnc(C(=O)NCc3cccc(OC)c3)c2N)cc1	98	9
CCOc1ccc(NS(=O)(=O)N(C)C)cc1	94	6
C=CCN1C(=O)/C(=C\c2ccc(OC)c3ccccc23)C(=O)NC1=S	/	-11
N#C/C(=C\c1cccc(OCc2ccccc2)c1)C(N)=O	/	-4
CCOC(=O)c1sc(NC(=O)COc2cccc(C)c2C)nc1C	/	-2
O=C1CCCN1c1ccc(S(=O)(=O)Nc2ccc3c(c2)OCCO3)cc1	79	/
Cc1cc(NS(=O)(=O)c2ccc(Nc3nc(-c4ccccc4)cs3)cc2)no1	/	-13
